Screens deposited in PubChem BioAssay by National Center for Advancing Translational Sciences (NCATS).
Mito fusion yeast = qHTS Assay for Small Molecule Inhibitors of Mitochondrial Division or Activators of Mitochondrial Fusion. S. cerevisiae fusion-defective mutant growth rescue, CellTiterGlo 48 h. Potency, µM (doses to about 46.1 µM), inactives show at the highest dose growth rescue (activation), actives largely listed as activators. actives 0.23% (n = 320,000);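 note: potency is the fitted concentration of half-maximal effect; % of control where 0% means no effect; nearly all actives have a fitted effect of over 45% in size; temperature-sensitive fusion mutants such as fzo1-1 at 37 °C on non-fermentable ethanol glycerol medium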
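Luminescent cell viability in 1536-well qHTS format served as the measure of rescued growth in ts fusion-mutant S. cerevisiae cultured on non-fermentable YPEG for 48 hours at 37C.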
MBNL1-CUG inh = qHTS Assay for Inhibitors of MBNL1-poly(CUG) RNA binding | TR-FRET MBNL1-His/biotin-(CUG)12 binding, 665/545 ratio | Potency, µM (highest dose often 57.5 µM), for the others: at the highest dose activity change, negative = inhibition, hits mostly inhibitors | actives 0.036% (n = 280,000); active = well fitted inhibition curve with a large enough effect in the signal ratio, with a control signal flat, not every such curve was filed as active; inconclusive = small, poorly fitted or top-dose-only effect, or effect the other way, or a change in a side signal; inactive = no such curve, though single readings can be large or run the other way; the % refers to the signal ratio; note: potency is the fitted concentration of half-maximal effect; % is set by controls: 0 for no effect and ±100 for the full control effect
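TR-FRET between His-tagged MBNL1 and biotin-(CUG)12 RNA, detected with Tb anti-His antibody (0.055 ng/ul) and streptavidin-XL665 (5 nM), 60 min at room temperature. Compounds titrated 92 nM to 58 uM; 665/545 nm ratio normalized to buffer and complex controls.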
GALK inhibitor = qHTS Assay for Inhibitors of Human Galactokinase (GALK); Purified GALK, Kinase-Glo residual ATP luminescence; Potency, µM (top dose mostly 57.5 µM), inactives show at the top dose activity change, negative = inhibition, hits mostly inhibitors; P51570; actives 0.007% (n = 270,000); note: potency is the fitted concentration of half-maximal effect; % is set by controls: 0 for no effect and ±100 for the full control effect
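GALK at 5 nM final was combined with compound, 35 uM ATP and 100 uM galactose in HEPES pH8.0 with MgCl2 and DTT. The reaction ran one hour at room temperature before luminescent ATP detection.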
BCR signal inh = qHTS Assay to Find Inhibitors of Chronic Active B-Cell Receptor Signaling; Potency, µM (doses to about 46.1 µM), for the others: top-dose ratio change, negative = lower green/red ratio, hits mostly inhibitors; ABC-DLBCL IkBa-CBG/CBR reporter, luminescence ratio, 4 h; actives 0.05% (n = 340,000); active = well fitted inhibition curve with a large enough effect in the signal ratio, with a control signal flat, not every such curve was filed as active; inconclusive = small, poorly fitted or top-dose-only effect, or effect the other way, or a change in a side signal; the % refers to the signal ratio;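 note: potency is the fitted concentration of half-maximal effect; plate controls were basal doxycycline-induced cells for no effect and cells given 10 µM MG132 for full effect; MG132 reads +100%, hits lower the ratio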
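TMD8 ABC-DLBCL cells carrying doxycycline-inducible green luciferase fused to IkappaBalpha plus unfused red luciferase were exposed to compounds (up to 46 uM) for 4 hrs at 37C. Activity came from the overlap-corrected green/red luminescence ratio.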
TSHR antag = Antagonists of the Thyroid Stimulating Hormone Receptor: HTS campaign. AID 504810, 2011. actives 0.2% (n = 330,000). activity change, negative = inhibition, % at 11.5 µM. TSHR-expressing cells, TSH-stimulated cAMP HTRF, 2 h; hits give low values. Thyrotropin receptor (Homo sapiens), P16473;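 active = activity change below a set negative limit, meaning inhibition stronger than a set level, cut at about -70% in these data; inconclusive = activity change between two set negative limits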; note: % is set by controls: 0 for no effect and ±100 for the full control effect
Target sequence (P16473 whole entry, looked up): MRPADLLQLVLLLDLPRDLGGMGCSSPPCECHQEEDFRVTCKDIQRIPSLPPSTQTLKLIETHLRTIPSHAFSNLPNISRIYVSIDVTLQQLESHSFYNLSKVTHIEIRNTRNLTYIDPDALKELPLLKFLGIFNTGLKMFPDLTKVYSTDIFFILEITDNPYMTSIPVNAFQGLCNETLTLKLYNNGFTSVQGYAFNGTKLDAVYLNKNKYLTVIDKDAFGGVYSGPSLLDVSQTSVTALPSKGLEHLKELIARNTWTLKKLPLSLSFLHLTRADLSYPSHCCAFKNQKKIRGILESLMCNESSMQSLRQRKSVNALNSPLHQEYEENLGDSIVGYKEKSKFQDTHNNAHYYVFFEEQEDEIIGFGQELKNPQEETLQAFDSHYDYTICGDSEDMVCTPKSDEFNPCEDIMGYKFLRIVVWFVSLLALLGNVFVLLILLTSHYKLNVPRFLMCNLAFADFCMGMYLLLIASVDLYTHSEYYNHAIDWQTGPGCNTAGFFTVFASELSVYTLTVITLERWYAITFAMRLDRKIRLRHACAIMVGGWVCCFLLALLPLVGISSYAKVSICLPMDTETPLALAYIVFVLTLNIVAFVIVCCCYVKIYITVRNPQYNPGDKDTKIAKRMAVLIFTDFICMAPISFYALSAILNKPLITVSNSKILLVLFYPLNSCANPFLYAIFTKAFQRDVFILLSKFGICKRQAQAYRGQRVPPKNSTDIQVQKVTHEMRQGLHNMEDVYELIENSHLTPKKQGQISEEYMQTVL
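Cell-based HTRF cAMP assay; TSHR cells + compound, TSH EC80 (4nM final), 2 h, 37 deg C. Lysis with anti-cAMP cryptate and cAMP-d2, 30 min RT, read 665/620 nm.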
hERG WT inh = qHTS for Inhibitors of KCHN2 3.1: Wildtype qHTS; U2OS, BacMam KCNH2, thallium flux FluxOr; hits give low values; activity change, % at 1.84 µM; AID 720551, 2013; Voltage-gated inwardly rectifying potassium channel KCNH2 (Homo sapiens), Q12809; actives 0.37% (n = 340,000);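 active = maximum activity change below -70%; inconclusive = maximum activity change between -70% and -50%; inactive = maximum activity change above -50%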; note: % is set by controls: 0 for no effect and ±100 for the full control effect
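U2OS cells transduced with wild-type KCNH2 virus are loaded with FluxOr dye for 45 min, and thallium flux is measured in kinetic reads before and after stimulation buffer. Rate constants are normalized to DMSO controls.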
Menin-MLL TR inh = qHTS Assay for Inhibitors Targeting the Menin-MLL Interaction in MLL Related Leukemias: Competition With Texas Red Labeled MLL-derived Mutant Peptide. O00255. Menin + Texas Red MLL mutant peptide, fluorescence polarization. actives 0.23% (n = 270,000). Potency, µM (titrated, usually from 61.6 µM), inactives show at the top dose FP activity change, negative = inhibition, most hits filed as inhibitors. AID 1768, 2009; active = well fitted inhibition curve with a large enough effect in the polarisation, with a control signal flat, not every such curve was filed as active; inconclusive = small, poorly fitted or top-dose-only effect, or effect the other way, or a change in a side signal; inactive = no such curve, though single readings can be large or run the other way; the % refers to the polarisation; note: potency is the fitted concentration of half-maximal effect; % of control where 0% means no effect; many of its hits are not listed in these tables
Eya2 phos inh = qHTS Assay for Inhibitors of the Phosphatase Activity of Eya2 | Protein phosphatase EYA2 (Homo sapiens), O00167 | recombinant Eya2, OMFP fluorescence dephosphorylation (OMFP is methylfluorescein phosphate) | Potency, µM (series often up to 76.9 µM), without a hit: top-dose activity, negative = inhibition, hits mostly inhibitors | actives 0.006% (n = 330,000); note: potency is the fitted concentration of half-maximal effect; % is set by controls: 0 for no effect and ±100 for the full control effect
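Eya2 (0.2 uM) preincubated 10 min at ambient with compound, then OMFP substrate added at 50 uM; 10 min reaction in 50 mM HEPES pH 7.5, 50 mM NaCl, 5 uM MgCl2, 0.05% BSA, 1 mM DTT. Fluorescence read at Ex 485/Em 525 nm.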
USP2a inh = qHTS Assay for Inhibitors of Ubiquitin-specific Protease USP2a Using CHOP2 as the Reporter; USP2 core, Ub-CHOP2 coupled fluorogenic reporter, 485/531; Potency, µM (highest dose often 38.3 µM), for the others: top-dose activity change, negative = inhibition, most hits filed as inhibitors; actives 0.01% (n = 330,000);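 note: potency is the fitted concentration of half-maximal effect; plate controls were DMSO wells for no effect and full inhibition by NEM control for full effect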
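USP2 core (10nM final) preincubated 30min RT with compound in 20mM Tris-HCl pH 8.0, 2mM CaCl2, 2mM beta-mercaptoethanol, 0.05% CHAPS; 25nM Ub-CHOP2 plus 25nM reporter substrate added, fluorescence (Ex485/Em531) read after 60min.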
S-ASM inh = Inhibitors of Secretory Acid Sphingomyelinase (S-ASM): qHTS. Sphingomyelin phosphodiesterase (Homo sapiens), P17405. placental ASM, HMU-PC fluorogenic substrate, 60 min. Potency, µM (top dose mostly 57.5 µM), for inactives: top-dose activity change, negative = inhibition, actives largely listed as inhibitors. actives 0.006% (n = 340,000); note: potency is the fitted concentration of half-maximal effect
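Steps: dispense placental human ASM, pin compound, wait 10 min at room temperature, add HMU-PC0 substrate at 9 uM final, incubate 60 min at 37 °C, add stop solution raising pH to 10, read fluorescence.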
PKM2 activator = qHTS Assay for Activators of Human Muscle isoform 2 Pyruvate Kinase; Potency, µM (doses to about 57.5 µM), for inactives: top-dose activation, actives largely listed as activators; actives 0.34% (n = 260,000); AID 1631, 2009; Pyruvate kinase PKM (Homo sapiens), P14618; purified PKM2, Kinase-Glo ATP luminescence, activation; response scale: 0% is enzyme alone, no compound; note: potency is the fitted concentration of half-maximal effect; % is set by controls: 0 for no effect and ±100 for the full control effect; nearly all actives have a fitted effect of over 55% in size
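ATP formation by purified human PK-M2, quantified via coupled luciferase luminescence after 1 h at room temperature with 0.1 mM ADP and 0.5 mM PEP final.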
Numbers without * were called inactive; ? = inconclusive; / = no result given; [ ] = dose if it differs, or a comment. Unless noted, calls come from the whole dose curve; as a rule, active = well fitted curve in the direction sought with a large enough effect; inconclusive = small, poorly fitted or top-dose-only effect, or another doubt; inactive = no such curve, though single readings can be large; an effect the other way counts as inactive or inconclusive. Only part of the results is shown; count on the stated rates, not on these rows.

structure	Mito fusion yeast	MBNL1-CUG inh	GALK inhibitor	BCR signal inh	TSHR antag	hERG WT inh	Menin-MLL TR inh	Eya2 phos inh	USP2a inh	S-ASM inh	PKM2 activator
COc1ccc(/C=C(/NC(=O)c2ccc(OC)c(OC)c2)C(=O)NCCc2c[nH]c3ccccc23)cc1	0.8%	-21.3%	2.2%	0.1%	-6.9	3.0	1.7%	2.3%	-6.8%	-4.5%	2.3%
Cc1noc(C)c1COc1ccc(C(=O)OCC(=O)NC2CCCCC2C)cc1 (stereo unspecified)	-3.1%	7.0%	-1.4%	-7.5%	-0.2	-0.1	-1.7%	5.7%	1.3%	-1.4%	1.0%
CCOC(=O)c1ccccc1NC(=O)COC(=O)CCCOc1ccccc1	-2.5%	/	/	-11.8%	1.1	-6.2	/	-21.0%	-2.2%	-13.8%	/
CC(C)N(C)CCOC(=O)/C=C/c1ccccc1	-0.1%	/	0.3%	4.2%	-1.8	8.7	-0.9%	-1.4%	3.7%	5.1%	-2.7%
COc1ccc(NC(=S)NC(=O)C2CCCCC2)cc1	1.0%	-13.4%	-4.6%	1.6%	18.4	-0.3	/	-11.8%	-1.6%	3.0%	2.6%
CCCCOC(=O)C1CN(c2ccccc2)N=C1C(C)=O (stereo unspecified)	6.0%	?	1.1%	-0.2%	-2.8	-0.5	-18.8%	1.4%	0.7%	107.8%[activator]	0.2%
C=CCn1c(SCc2c(F)cccc2Cl)nnc1-c1ccco1	7.6%	0.0%	1.8%	-7.4%	-27.1	-16.7	-10.1%	-2.8%	-0.3%	5.2%	-1.4%
CC1(C)CC(=O)C2=C(C1)N(c1ccc(Cl)cc1)C(=O)C2(O)C(F)(F)F (stereo unspecified)	-11.7%	/	0.3%	-2.6%	6.9	1.1	1.7%	1.4%	1.9%	4.5%	-1.2%
COc1cc(C(=O)NCCC(=O)N2CCCCC2)cc(OC)c1OC	1.5%	-2.1%	-3.6%	3.2%	-8.6	-3.3	8.5%	8.8%	2.6%	6.8%	/
O=c1[nH]c(C2CCCN(S(=O)(=O)c3cccc(Cl)c3)C2)nc2c1nnn2Cc1ccc2c(c1)OCCO2 (stereo unspecified)	-1.7%	-3.3%	-1.0%	-24.1%	-1.0	-8.0	/	-2.3%	-24.8%	1.3%	/
COc1ccccc1C(=O)Nc1ccc(S(=O)(=O)N2CCCC2)cc1	9.5%	-9.9%	-3.2%	?	-1.8	-0.4	28.5%	11.9%	0.6%	-1.7%	7.5%
C=CCn1c(SC(C)C(=O)NCc2ccc3c(c2)OCO3)nc2scc(-c3ccccc3)c2c1=O (stereo unspecified)	6.5%	18.5%	-2.2%	?	-15.4	2.1	-25.4%	7.0%	1.2%	-2.3%	0.1%
COc1ccc(C(=O)Nc2cc(Cl)cc(Cl)c2)c(OC)n1	3.4%	-0.6%	-1.6%	?	6.6	-11.9	-15.6%	22.0%	1.3%	-1.3%	-1.1%
CC(=O)c1cc(C#N)c(N2CCN(c3ccccc3)CC2)nc1C	2.2%	27.3%	3.9%	?	-11.1	2.3	-18.5%	8.7%	3.7%	-0.9%	/
COc1cc(C(=O)OCC(=O)NCc2ccco2)cc(OC)c1OC	-0.5%	-0.2%	5.3%	-4.5%	-3.3	1.5	1.5%	16.0%	-1.1%	-0.1%	12.6%
Oc1ccc(Nc2nc(-c3ccc(O)cc3)cs2)cc1	2.5%	3.5%	-3.4%	?	-11.0	11.2	-15.5%	-7.5%	-3.2%	-5.8%	4.2%
CCOc1ncccc1C(=O)OCC(=O)Nc1ccc(C(N)=O)cc1	-0.7%	/	-0.3%	?	21.0	15.0	/	-4.3%	0.7%	2.4%	-1.8%
COc1ccc(CCNC(=O)Cn2nnc(-c3ccc(OC)c(OC)c3)n2)cc1OC	-11.3%	1.2%	5.0%	2.2%	7.1	1.9	14.7%	4.1%	3.1%	-0.3%	-3.5%
CC1=C(/C=N/Nc2ccc([N+](=O)[O-])cc2[N+](=O)[O-])C(C)(C)CCC1	-3.1%	/	1.2%	-3.4%	-0.7	5.1	-5.4%	5.9%	4.2%	/	-3.0%
COc1cccc(C(=O)N2CCC(CCC(=O)Nc3cccc(C)c3)CC2)c1	-4.5%	-6.5%	-8.2%	?	-38.1	-1.4	-9.5%	1.4%	2.1%	-2.3%	3.4%
COc1cc2c(cc1NC(=O)c1ccc(C)c([N+](=O)[O-])c1)oc1ccccc12	-5.4%	?	-1.9%	0.1%	1.5	4.4	-2.7%	-5.8%	-0.6%	7.9%	2.1%
NC(=O)c1cc2ccccc2o/c1=N\NC(=O)c1ccncc1	-3.5%	?	1.1%	2.5%	17.3	2.4	1.3%	10.2%	7.4%	0.1%	3.2%
Cc1occc1-c1nnc(SCC(=O)Nc2nccs2)n1Cc1ccco1	-0.4%	-2.9%	-0.3%	?	9.0	11.3	0.0%	8.3%	-4.6%	4.0%	7.7%
COC(=O)CSc1cc(SCC(=O)OC)c(C#N)c(SCC(=O)OC)c1	1.7%	2.5%	1.0%	7.7%	-27.2	-2.3	3.0%	-3.5%	2.8%	16.6%	4.4%
CSc1nsc(SCC(=O)Nc2cc(C(=O)O)ccc2C)n1	18.7%	-5.0%	12.7%	-7.9%	2.9	-22.3	-15.3%	7.9%	-1.6%	-0.1%	2.5%
N#CCc1c(C#N)c(N)nc(N2CCCC(O)C2)c1C#N (stereo unspecified)	0.5%	1.1%	2.6%	-1.1%	-3.9	/	-2.1%	-2.2%	0.7%	8.2%	/
O=C(NCc1ccncc1)c1ccc(Br)o1	-3.0%	0.1%	5.3%	3.7%	8.3	-13.8	6.5%	-1.8%	-1.7%	-1.9%	4.2%
CCOC(=O)C1CC(=O)c2cc(OC)c(OC)cc2C1 (stereo unspecified)	2.7%	-12.2%	7.2%	-0.9%	2.7	-1.4	-7.0%	-14.1%	0.4%	16.7%	2.0%
COc1ccc(Cl)cc1NC(=O)CN(C)CC(=O)NC(C)c1ccccc1 (stereo unspecified)	-2.8%	-4.4%	12.6%	-2.0%	23.5	-12.8	-2.5%	17.1%	2.1%	0.4%	1.8%
CCOc1ccc(N2CC(C(=O)Nc3c(C)n(C)n(-c4ccccc4)c3=O)CC2=O)cc1 (stereo unspecified)	-2.6%	-0.6%	13.2%	0.1%	-0.8	1.9	15.6%	11.4%	0.2%	4.2%	2.2%
COCCCn1c(=O)cc(C)[nH]c1=S	-2.6%	-11.4%	-1.1%	0.0%	-2.2	-2.4	/	14.7%	6.8%	5.8%	-2.8%
Cc1cc(C)n(/N=C/c2ccc(C(C)C)cc2)c(=O)c1C#N	/	?	/	5.3%	17.7	-1.6	?	-10.3%	4.6%	-2.4%	-13.7%
